Screening data (PubChem BioAssay)
Pol kappa inh = inhibitors of human DNA polymerase kappa. purified Pol kappa, fluorescent DNA synthesis assay, 10 min. AID 588579. Potency, µM (top dose mostly 107 µM), for the others: at the highest dose activity, negative = inhibition, most hits filed as inhibitors. Q9UBT6. 400,000 compounds, 0.53% hits; note: potency is the fitted concentration of half-maximal effect; % is set by controls: 0 for no effect and ±100 for the full control effect
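Kinetic fluorescence readout at 0 and 10 min followed reaction start with substrate at 50 nM final. Beforehand, enzyme (10 nM Pol kappa) stood 15 min with compound at room temperature; buffer-only wells were negative controls.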
RXFP1 antag = RXFP1 (human) relaxin receptor antagonism | HEK293-RXFP1, relaxin-stimulated cAMP HTRF, 30 min; stronger effect = lower value | Q9HBX9 | activity change, negative = inhibition, % at 57.5 µM | 350,000 compounds, 0.59% hits;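 active = activity change of -60% or lower, but not beyond a set lower limit; inconclusive = change between -60% and -40%, or beyond the set limit; inactive = change above -40%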; note: % is set by controls: 0 for no effect and ±100 for the full control effect
Pol iota inh = inhibitors of human DNA polymerase iota; Q9UNA4; Pol iota fluorescent replication assay, 10 min; Potency, µM (series often up to 115 µM), without a hit: at the top dose activity, negative = inhibition, usual class: inhibitors; 390,000 compounds, 1% hits; AID 588590; note: potency is the fitted concentration of half-maximal effect
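Pol iota at 10 nM preincubated 15 min with compounds at room temperature; reaction started with fluorescent substrate, 50 nM final. Fluorescence read kinetically at 0 and 10 min; buffer-only wells as negative control.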
BLM helicase inh = inhibitors of human Bloom syndrome helicase BLM; recombinant BLM DNA unwinding, fluorescence dequenching; 350,000 compounds, 0.2% hits; P54132; Potency, µM (highest dose often 56.1 µM), for inactives: at the highest dose activity change, negative = inhibition, most hits filed as inhibitors; AID 2528;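 note: potency is the fitted concentration of half-maximal effect; plate controls were vehicle for no effect and no enzyme for full effect; nearly all actives have a fitted effect of over 35% in size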
Tb PGK inh = blocks T. brucei phosphoglycerate kinase; PGK/GAPDH coupled, Kinase-Glo luminescence, 60 min; 380,000 compounds, 0.043% hits; Potency, µM (doses to about 57.5 µM), without a hit: at the top dose activity change, negative = inhibition, hits mostly inhibitors; AID 602233; P07378; note: potency is the fitted concentration of half-maximal effect; % is set by controls: 0 for no effect and ±100 for the full control effect; nearly all actives have a fitted effect of over 60% in size
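Recombinant glycosomal PGK reaction used 1,3-bisphosphoglycerate generated in-well by GAPDH (100nM final) in 100mM TEA pH 7.6, 5mM MgCl2, 0.01% Tween-20. After 60 minutes at room temperature, ATP was read by Kinase-Glo Plus luminescence end-point.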
Apoferritin bind = binds horse apoferritin like a general anesthetic; P02791; apoferritin/1-aminoanthracene competitive binding, fluorescence; Potency, µM (top dose mostly 77.5 µM), for inactives: at the top dose activity change, negative = displacement, usual class: inhibitors; 350,000 compounds, 0.074% hits; AID 485281; note: potency is the fitted concentration of half-maximal effect; % is set by controls: 0 for no effect and ±100 for the full control effect; nearly all actives have a fitted effect of over 20% in size
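10 uM apoferritin + 50% sat. 1-AMA, PBS; cpd 10 min RT; Ex380/Em535 endpoint; normalized to free probe vs complex; 4-param Hill fit; propofol titration as pos. ctrl.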
APEX1 inh = APE1 (human) endonuclease inhibition. Potency, µM (top dose mostly 65.8 µM), without a hit: at the highest dose activity change, negative = inhibition, usual class: inhibitors. recombinant APE1, TAMRA/BHQ-2 abasic DNA cleavage fluorescence. 350,000 compounds, 0.35% hits. AID 2517. P27695;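 note: potency is the fitted concentration of half-maximal effect; plate controls were vehicle for no effect and reference inhibitor for full effect; nearly all actives have a fitted effect of over 55% in size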
Target sequence (P27695 whole entry, looked up): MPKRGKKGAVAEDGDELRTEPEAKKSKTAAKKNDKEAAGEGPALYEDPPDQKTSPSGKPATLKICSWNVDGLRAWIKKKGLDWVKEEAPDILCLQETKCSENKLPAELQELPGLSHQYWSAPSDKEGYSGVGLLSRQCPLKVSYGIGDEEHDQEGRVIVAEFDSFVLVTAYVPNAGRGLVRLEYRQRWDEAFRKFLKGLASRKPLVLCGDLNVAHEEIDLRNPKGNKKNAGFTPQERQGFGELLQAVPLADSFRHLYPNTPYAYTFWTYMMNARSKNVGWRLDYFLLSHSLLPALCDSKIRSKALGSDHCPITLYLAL
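APE1 at 0.75 nM final was preincubated with compound 15 min at room temperature, then 50 nM double-stranded THF abasic-site substrate (5'-TAMRA/3'-BHQ-2) was added. Fluorescence (ex 525/em 598 nm) was read kinetically; third-minus-first read gave activity.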
Pol eta inh = DNA polymerase eta (human) inhibition; recombinant Pol eta, fluorescent DNA replication assay; Q9Y253; AID 588591; Potency, µM (titrated, usually from 114 µM), for inactives: at the highest dose activity change, negative = inhibition, most hits filed as inhibitors; 390,000 compounds, 1.2% hits; note: potency is the fitted concentration of half-maximal effect; % is set by controls: 0 for no effect and ±100 for the full control effect
Target sequence (Q9Y253 whole entry, looked up): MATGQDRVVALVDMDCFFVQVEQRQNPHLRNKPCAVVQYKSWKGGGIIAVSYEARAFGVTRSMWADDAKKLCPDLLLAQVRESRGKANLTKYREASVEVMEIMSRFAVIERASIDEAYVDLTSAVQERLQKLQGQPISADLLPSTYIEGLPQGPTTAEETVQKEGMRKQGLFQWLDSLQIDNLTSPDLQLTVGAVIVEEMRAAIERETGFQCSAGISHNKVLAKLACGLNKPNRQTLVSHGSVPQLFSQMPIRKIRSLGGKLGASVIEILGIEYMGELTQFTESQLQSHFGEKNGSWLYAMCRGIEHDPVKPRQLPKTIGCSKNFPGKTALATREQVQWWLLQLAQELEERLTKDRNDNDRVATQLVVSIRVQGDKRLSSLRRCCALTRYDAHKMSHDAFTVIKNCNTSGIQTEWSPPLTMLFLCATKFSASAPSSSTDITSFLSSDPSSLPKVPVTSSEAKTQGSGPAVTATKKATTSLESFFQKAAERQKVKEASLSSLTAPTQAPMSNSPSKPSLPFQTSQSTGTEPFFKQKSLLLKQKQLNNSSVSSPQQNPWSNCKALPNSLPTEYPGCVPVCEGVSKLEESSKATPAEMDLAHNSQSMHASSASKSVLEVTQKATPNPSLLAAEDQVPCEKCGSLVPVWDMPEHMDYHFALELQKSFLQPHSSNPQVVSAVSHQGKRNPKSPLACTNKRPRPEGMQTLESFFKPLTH
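Fluorescent replication assay: 50 nM final substrate added after a 15 min room-temperature compound preincubation with 10 nM enzyme. Signal taken at 0 min and again at 10 min.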
Pol beta inh = blocks human DNA polymerase beta activity | P06746 | Pol beta primer extension/strand displacement, fluorescence kinetic | Potency, µM (highest dose often 114 µM), for the others: top-dose activity change, negative = inhibition, usual class: inhibitors | 340,000 compounds, 1.3% hits; note: potency is the fitted concentration of half-maximal effect; % is set by controls: 0 for no effect and ±100 for the full control effect
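Preincubation: enzyme (10 nM) with compound, 15 min, RT. Reaction: substrate added to 50 nM final. Reads: 0 and 10 min. Analysis: normalized, Hill fit.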
Numbers without * were called inactive; i = inactive; ? = inconclusive; nt = no result given; [ ] = remark or other dose. Unless noted, calls come from the whole dose curve; as a rule, active = well fitted curve in the direction sought with a large enough effect; inconclusive = small, poorly fitted or top-dose-only effect, or another doubt; inactive = no such curve, though single readings can be large; an effect the other way counts as inactive or inconclusive. A portion of the library, so the mix of outcomes need not match the whole.

| molecule | Pol iota inh | Tb PGK inh | Pol beta inh | RXFP1 antag | APEX1 inh | Apoferritin bind | Pol kappa inh | Pol eta inh | BLM helicase inh |
| --- | --- | --- | --- | --- | --- | --- | --- | --- | --- |
| O=C(N/C(=C\c1ccc([N+](=O)[O-])cc1)C(=O)N1CCCCC1)c1ccc(Br)o1 | -21.7% | -0.1% | -3.1% | -2.6 | 5.5% | -8.5% | -3.3% | -2.1% | -1.3% |
| COc1ccccc1OCCCC(=O)Nc1nccs1 | -10.4% | i | 20.7% | -1.0 | -2.1% | -2.7% | -1.6% | -14.5% | 5.1% |
| O=C(NCC1CCCO1)c1ccc[nH]1 (stereo not drawn) | -1.9% | i | 22.9% | 5.0 | 5.9% | -6.3% | -4.2%[60.1 µM] | 6.8% | -1.5% |
| Cc1ccc(S(=O)(=O)c2cc(C#N)c(=O)[nH]c2N)cc1 | 4.7% | -4.3% | 22.9% | 20.1 | -2.5% | -6.1% | -18.6% | -9.6% | 1.3% |
| O=C(Nc1ccc(Cl)cn1)c1ccccc1F | 8.7% | -6.7% | 16.9% | -9.2 | 0.6% | -19.8% | -11.4% | -8.2% | -0.1% |
| CC(C)CCNC(=O)c1ccc(Cl)c(N)c1 | nt | nt | -1.6% | nt | 1.0% | -11.0% | nt | nt | 0.5% |
| Cc1ccc(S(=O)(=O)N=Nc2c(O)[nH]c3ccccc23)cc1 | 54.0%[activator] | 17.9% | 14.0% | -3.6 | 2.0% | -12.9% | -11.6% | -16.2% | -0.9% |
| O=C(NCc1ccccc1Cl)c1ccncc1 | 22.0% | i | 10.3% | -4.2 | 10.1% | -2.1% | -5.0% | -1.7% | -1.6% |
| Cc1cccc(OCC(=O)N(Cc2ccccc2)c2c(N)n(Cc3ccccc3)c(=O)[nH]c2=O)c1 | -27.2% | -6.4% | nt | 3.7 | 7.8% | nt | -9.5% | -5.7% | nt |
| O=C(OCC1CC(c2ccccc2Cl)=NO1)c1ccc(Br)cc1 (stereo not drawn) | 181.1%[activator] | -9.6% | 2.1% | -0.9 | -3.6% | -11.5% | -27.8% | -12.5% | 0.7% |
| CCOc1ccc2nc(NC(=O)C3CSC4(C)CCC(=O)N34)sc2c1 (stereo not drawn) | -14.0% | -15.5% | nt | -6.3 | 12.5% | nt | 0.3% | -5.4% | nt |
| O=C(CCl)N1CCN(S(=O)(=O)c2ccc3c(c2)CCC3)CC1 | -9.6% | i | nt | -3.2 | 3.7% | nt | -2.2% | -8.1% | nt |
| c1ccc2c(c1)CCCN2c1nc(N2CCOCC2)nc(N2CCOCC2)n1 | 29.2% | -6.6% | 1.9% | -8.4 | -4.8% | -0.7% | 0.3% | -23.7% | -8.9% |
| Cc1ccnc(Nc2nc(-c3ccc(Cl)cc3)cs2)c1 | -11.7% | -3.0% | 16.9% | -2.9 | 4.4% | -5.2% | -9.1% | -7.3% | 0.9% |
| CC1CN(C(=O)CSc2nnc(-c3ccncc3)n2-c2ccccc2)CC(C)O1 (stereo not drawn) | -4.8% | -4.6% | 5.9% | -4.6 | 4.7% | -14.3% | -9.4%[60.1 µM] | 0.9% | 0.9% |
| O=C(Nc1ccc(CN2CCOCC2)cc1)c1cccc(F)c1 | 37.4%[activator] | 18.6% | 2.9% | -4.5 | -3.0% | -4.8% | -2.4% | -8.3% | -1.8% |
| CCOC(=O)Cc1nn(CC)c(=O)c2ccccc12 | -7.2% | -10.4% | 4.6% | -6.4 | 3.9% | -4.0% | 10.2% | 1.4% | -2.7% |
| CCOC(=O)CN1C(=O)/C(=C/c2c(F)cccc2Cl)Oc2ccccc21 | 28.4% | 6.9% | 1.5% | 2.2 | -1.7% | 7.8% | -7.2% | -15.0% | -10.3% |
| CC(=O)N1CCc2cc(S(=O)(=O)NC3CCCc4ccccc43)ccc21 (stereo not drawn) | -0.8% | -4.3% | 33.7% | 8.3 | 2.5% | 11.6% | 1.5% | 7.4% | 5.9% |
| CCC(C)NC(=O)c1cc(-c2cccs2)nc2ccccc12 (stereo not drawn) | 2.1% | 4.0% | 1.6% | -7.4 | -6.5% | 11.1% | -1.5% | -0.4% | -3.2% |
| COc1ccc(C2=Nn3c([n+](C)c4ccccc43)SC2)cc1 | 6.8% | -4.3% | ? | -1.6 | -5.4% | -12.9% | 4.1% | -1.2% | 57.5%[activator] |
| COc1cc2c(cc1OC)CN(C(=O)/C=C/c1cccs1)CC2 | 58.3%[activator] | 0.8% | -0.2% | 5.4 | 2.3% | -5.5% | -10.1% | 9.6% | -7.5% |
| COc1ccc(S(=O)(=O)N(C)CC(=O)NC2CCCCC2)cc1Cl | 14.9% | 2.8% | 3.6% | 25.5 | 4.2% | -0.5% | -7.2% | -8.1% | -0.1% |
| CC(=O)Nc1ccc(/C=N/NC(=O)c2cc(-c3ccco3)nc3ccccc23)cc1 | 20.9% | 1.9% | 1.6% | 12.4 | 5.7% | -1.1% | 1.8% | 18.0% | -5.1% |
| CCOc1ncccc1C(=O)Nc1ccc(-c2ccc3nnc(C)n3n2)cc1 | -11.0% | -5.8% | 16.6% | 3.7 | 1.4% | -3.0% | -1.1% | -1.1% | -5.5% |
| Cc1[nH]nc2c1C(c1cccs1)C1=C(CC(C)(C)CC1=O)N2 (stereo not drawn) | 29.3% | i | -23.8% | -0.8 | 1.1% | -9.4% | 4.5% | -3.2% | -1.4% |
| COc1cc(-c2nc3ccc(N4CCN(C)CC4)cc3[nH]2)cc(OC)c1OC | 27.4% | 0.2% | -9.8% | -3.4 | -10.5% | 93.6%[activator] | -24.9% | ? | 20µM* |
| COc1ccc(/C=C/C(=O)OCC(=O)N2CCCC2)c(OC)c1 | 17.8% | 0.6% | nt | 2.1 | 11.2% | nt | -9.4% | -5.8% | nt |
| Cc1ccc(CN2C(=O)CSC2c2ccccc2F)cc1 (stereo not drawn) | -12.9% | -22.2% | 2.1% | -12.3 | 2.1% | -11.6% | -1.5% | -2.1% | -4.1% |
| CCn1c(SCC(=O)Nc2ccc(F)cc2)nnc1-c1cnccn1 | -8.7% | -7.0% | 1.8% | 14.3 | 28.1% | -7.1% | -2.5% | 4.3% | 1.2% |
| CS(=O)(=O)NNC(=O)c1csc(Cc2c(Cl)sc3ccc(Cl)cc23)n1 | 62.1%[activator] | i | 38.0% | -5.0 | 0.4% | -2.5% | -0.4% | -15.3% | -3.5% |
| O=C(NCc1ccccc1F)c1ccc2ccccc2n1 | 17.3% | -3.6% | 0.9% | 15.6 | 60.7%[activator] | -4.4% | -19.9% | -21.2% | -3.4% |
| CC(NC(=O)CSc1nnc2n1CCCCC2)c1ccccc1Cl (stereo not drawn) | 5.4% | -2.0% | nt | -1.4 | 20.2% | nt | 2.8% | 3.1% | nt |
| Cc1ccc(-c2cc(-c3cccs3)[nH]n2)c(O)c1 | -0.4% | -1.5% | -9.4% | -16.6 | -4.0% | ? | -2.4% | -6.9% | -9.9% |
| O=C(CCCn1c(SCC(=O)Nc2ccccc2C(F)(F)F)nc2ccccc2c1=O)NCC1CCCO1 (stereo not drawn) | 39.5%[activator] | -4.3% | 20.3% | -6.2 | 76.5%[activator] | -2.7% | 10.6% | -7.9% | -2.2% |
| O=c1cc(CN2CCCCCC2)nc2sccn12 | 7.3% | i | ? | 0.5 | 17.7% | -5.4% | -5.6% | -10.6% | 2.6% |
| COc1cc2c(cc1OC)C(C(=O)NCCN1CCOCC1)C1c3ccccc3CCN1C2=O (stereo not drawn) | 24.7% | -2.0% | -0.7% | 8.6 | -1.1% | -5.0% | -4.2% | 7.0% | -4.4% |
| O=C(O)/C=C/c1ccc(S(=O)(=O)N(CCO)CCO)cc1 | 40.0%[activator] | -10.0% | 29.4% | 0.5 | -3.8% | -1.6% | -3.1% | -0.7% | -1.8% |
| CC(Oc1ccc(C(C)(C)C)cc1)C(=O)NC1CC(C)(C)NC(C)(C)C1 (stereo not drawn) | 6.4% | 5.6% | 20.9% | -18.3 | 4.4% | -8.8% | -10.0% | -0.8% | -1.2% |
| CCOC(=O)c1c(C)[nH]c(C(=O)CN2C(=O)C(=O)N(CC(C)C)C2=O)c1C | 94.8%[activator] | i | -0.2% | -1.4 | -4.6% | ? | -4.7% | -7.9% | -3.0% |
| CCN(CC)CCCNC(=S)N1CCn2c(nc3ccccc32)C1 | 107.4%[activator] | -4.9% | 0.6% | -3.3 | -1.3% | -8.2% | -12.5% | -8.3% | -12.6% |
| Cc1ccccc1-n1nc(CO)c(C(=O)NCc2cccnc2)n1 | 23.3% | -3.4% | 0.3% | -24.5 | nt | -8.4% | -8.7% | -19.6% | 0.7% |
| COc1ccc(N(C(=O)CNC(=O)c2cccs2)C(C(=O)NC2CCCC2)c2ccncc2)cc1 (stereo not drawn) | 20.7% | -5.3% | 16.8% | 6.1 | 2.8% | 6.4% | 5.5% | -17.0% | -15.5% |
| Cc1cccc(NC(=O)N2CCCC2C(=O)NCc2cccs2)c1 (stereo not drawn) | 12.6% | i | 11.4% | 3.9 | -1.8% | -5.1% | 1.6% | 1.1% | 0.5% |
| C/C(=N\NC(=O)c1ccncc1)c1cc2ccccc2o1 | 20.6% | -1.7% | 7.4% | -5.3 | -4.6% | -9.6% | -12.0% | 3.2% | 1.3% |
| Cn1c(CO)cnc1SCC(=O)c1ccc(F)cc1 | -17.1% | 6.9% | -2.3% | 5.2 | 24.3% | 0.4% | -10.7% | -4.0% | 1.0% |
| COC(=O)CN(C(=S)Nc1ccc(Cl)cc1)C1CC(=O)N(c2ccc(OC)cc2)C1=O (stereo not drawn) | -12.5%[58.9 µM] | -2.9% | 9.3% | 18.3 | -5.4% | -21.4% | -22.0% | -15.0% | -9.5% |
| COc1ccc(NS(=O)(=O)c2cc(OC)ccc2NC(=O)c2cc(C)oc2C)cc1 | 2.5% | -4.3% | 9.7% | -9.4 | -3.1% | -19.2% | -11.4% | -18.4% | -9.2% |
| COc1ccc(-c2cc(C(=O)Nc3cccc(C(C)=O)c3)no2)cc1OC | 36.5%[activator] | -4.1% | -19.6% | 2.7 | nt | 2.1% | -18.8% | -19.1% | -10.9% |
